KDM5B inh: Primary screen for KDM5B Histone Demethylases FDH-coupled qHTS; 220,000 tested, 2.6% active; Potency, µM (highest dose often 57.7 µM), inactives show top-dose activity change, negative = inhibition, actives largely listed as inhibitors; Lysine-specific demethylase 5B (Homo sapiens), Q9UGL1; KDM5B demethylase, FDH-coupled NADH fluorescence (FDH is formaldehyde dehydrogenase); active = well fitted inhibition curve with a large enough effect; inconclusive = small, poorly fitted or top-dose-only effect; inactive = no such curve, though single readings can be large or run the other way; also: 0% is about no effect; nearly all actives have a fitted effect of over 70% in size
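Compound dilutions met 200 nM (final) KDM5BΔAP for 10 min at room temperature before substrate addition. The substrate mix held 12.5 µM H3K4me3 with cofactors 25 µM α-ketoglutarate and 50 µM Fe²⁺. NADH signal gain over 30 min defined activity.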
Starred values were filed as active, the others as inactive; ? = inconclusive; & = joins results of further samples; [ ] = another dose, or the depositor's remark. Potency is read from the fitted curve at half-maximal effect. This is a subset; the hit share may differ from the screen's.

SMILES	KDM5B inh
COc1ccccc1N1CCN(c2nc(C)c3c(n2)CCCC3=O)CC1	-9%
Cc1cccc(C(=O)Nc2nc3ncccn3c2-c2ccc(F)c(F)c2)c1	-11%
CCOc1ccccc1NC(=O)CN1C(=O)CC(c2ccco2)Sc2ccccc21 (stereo unspecified)	-17%
CCCCN1C(=O)C(O)(c2c(C)[nH]c3ccccc23)c2cc(Br)ccc21 (stereo unspecified)	?
CC1=C[C@@H](CNCc2cccnc2)[C@H](C(C)C)C[C@H]1Cc1nnc(-c2ccccc2)o1	28%[86.2 µM]
COc1cccc2cc(C(=O)Nc3ccc(C)cc3)c(=O)oc12	-19%
Cc1noc(C)c1S(=O)(=O)NCC1(COc2ccc(C(F)(F)F)cn2)C[C@@H](O)[C@@H](O)C1 (stereo partly specified)	3%
CS(=O)(=O)N1CCC(C2CCN(C(=O)CN3CCOCC3)C2)CC1 (stereo unspecified)	-26%
N/C(COc1ccc(Cl)cc1Cl)=N\O	28%
Cc1ccn(CC(=O)N[C@@H]2CN(c3ncccn3)C[C@H]2CO)n1	-19%
Cc1cn2nc(C(=O)Nc3ccc4c(c3)OCCO4)cc2c(N(C)Cc2ccccc2)n1	28µM*
CCOC(=O)CNC(=O)Cn1nc(N2CCN(c3ccccc3)CC2)ccc1=O	-4%
CCCC(=O)N1N=C(c2cccc(NS(C)(=O)=O)c2)CC1c1cccc(F)c1 (stereo unspecified)	-16%
Fc1cccc(Cl)c1/C=N/N=C1c2ccccc2-c2ccccc21	16%
Cc1noc(-c2ccc(OCc3ccccc3F)cc2O)c1-c1ccccc1	6%
O=C1CCC(c2ccccc2)=NN1c1ccc(Br)cc1	-10%
COc1cccc(C(=O)N2CCN(CCc3ccncc3)CC2)c1	-11%
COCCNC(=O)CCCN1C(=O)COc2ccc(C(=O)COc3cc(C)ccc3Cl)cc21	-33%
O=C(Cc1ccc2ccccc2c1)Nc1cc(Cl)ccc1C(=O)O	-6%
NC(=S)N1CCCN1c1ccccc1	4%
CC(=O)N1CCc2c(sc3c2c(=O)n(Cc2ccccc2)c(=O)n3Cc2cccc(Cl)c2)C1	14%
CCOc1ccc(NS(=O)(=O)c2ccc(-c3cc(C)no3)s2)cc1	6%&-25%
COc1ccc(NC(=O)CSCc2cnn(-c3ccccc3)c2-n2cccc2)cc1	?
Cc1ccc(N2CC(NC(=O)C3CC3)CC2=O)cc1C (stereo unspecified)	1%
O=C(c1ccc(-n2cccc2)cc1)N1CCN(S(=O)(=O)c2ccc(C(F)(F)F)cc2)CC1	-7%
Cc1ccc(-c2ccc(OC(=O)c3ccccc3I)c(C)c2)cc1	22%
O=C(c1nn(-c2ccccc2)c(=O)c2ccccc12)N1CCC1	?
O=c1c2oc3ccccc3c2n(Cc2ccccc2Cl)c(=O)n1Cc1ccc2c(c1)OCO2	-24%
NC(=O)C(NC(=O)c1cccc(Oc2cccc(C(F)(F)F)c2)c1)C(N)=O	26%
O=C(C1CN(C(=O)c2ccccc2F)c2ccccc2O1)N1CCOCC1 (stereo unspecified)	-4%
CCOc1cccc(C2c3c(oc4cc(C)c(C)cc4c3=O)C(=O)N2c2nc(C)c(C)s2)c1 (stereo unspecified)	10%
COc1ccccc1-n1cc(C(=O)NC2CCCN(C3CCCCCC3)C2)cn1 (stereo unspecified)	?
CCCn1c(SCC(O)c2cccc(OC)c2)nc2ccccc21 (stereo unspecified)	-7%
O=C(Cc1ccccc1)N1CCC2(CC1)COc1ccccc1[S+](=O)([O-])N2	?
CC1CCCN(CCNC2CCCC2)C1 (stereo unspecified)	7%
Cc1ccccc1-c1nc(CN2CCC(C(=O)NC(C)C)CC2)c(C)o1	2%
Cc1ccc(C(OCC(O)CNC(CO)C(O)c2ccc([N+](=O)[O-])cc2)c2ccccc2)cc1 (stereo unspecified)	?
COc1cccc(-c2nc(N3CCOCC3)cc3c2CN(C)C3=O)c1	35µM*
CCn1ncc(N2CCCC(CC(=O)NCc3ccccc3)C2)cc1=O (stereo unspecified)	14%
CCCc1cc(=O)oc2cc(OS(=O)(=O)c3cccc(C#N)c3)ccc12	?
C[C@@H]1C(=O)O[C@H]2[C@H]1CC[C@@]1(C)Cc3sc(NC(=O)COCC(=O)O)nc3[C@@H](C)[C@H]21	-3%[86.2 µM]
COc1cc(C(CC(=O)Nc2cccc(C(C)=O)c2)N2Cc3ccccc3C2=O)cc(OC)c1OC (stereo unspecified)	-19%
c1ccc(CN2CC[C@@H]3COCCN(Cc4cccnc4)[C@@H]3C2)cc1	?
CCCOc1ccc(CNC(=O)CS(=O)(=O)Cc2nc(-c3ccccc3C)oc2C)cc1	65%[activator]
CN1CCN(CN2C(=O)C(O)(CC(=O)c3ccc(Br)s3)c3ccccc32)CC1 (stereo unspecified)	-5%
Clc1cccc(-n2c(SCc3nnnn3-c3ccccc3)nnc2N2CCCC2)c1	15%
O=C(C1CCC1)N1CCC(c2noc(C3CC3)n2)C1 (stereo unspecified)	-15%
O=C(c1ccc[nH]c1=O)N1CC(F)(F)C[C@H]1c1nc(C2CC2)no1	?
Cc1cccc(NC(=O)N2C[C@@H](F)C[C@H]2C(=O)N2CCCCC2)c1	18%
Cc1noc(C)c1S(=O)(=O)N1CCCN(S(=O)(=O)c2ccccc2)CCC(=O)NCC1	?
Going on with the list.
SMILES	KDM5B inh
N#C/C(=C\C=C\c1ccco1)C(=O)NC1CCCCC1	?
CC(=O)c1ccc(NC(=O)C(C)Sc2ccccc2C(=O)O)cc1 (stereo unspecified)	23%
CCOc1ccc(CCNC(=O)Cn2nc(-c3ccc(C)cc3)ccc2=O)cc1OCC	?
Cn1nnnc1C1CCCN(C(=O)CCC2CCCC2)C1 (stereo unspecified)	-24%
O=C(Nc1cnc(-c2cccc(Cl)c2)nc1)C1CCCO1 (stereo unspecified)	-11%
CCN(Cc1ccccc1)C(=O)CCC[C@H]1NC[C@@H]2CC1CN(Cc1ccccc1)C2	?
CC1=C(C(=O)OC(C)C)C(c2ccncc2)c2c(nc(SCc3ccccc3)[nH]c2=O)N1 (stereo unspecified)	4%
CCCNC(=O)c1ccc(S(=O)(=O)NCC2(O)CCCNC2)cc1 (stereo unspecified)	4%
O=C(CSc1nnnn1C1CC1)Nc1ccc(CN2CCCC2)cc1	9%
CCn1cc(-c2ccc(Cl)cc2)cc1C(=O)NCCOC	-22%

Some of the entries so far, field by field:
> NC(=O)C(NC(=O)c1cccc(Oc2cccc(C(F)(F)F)c2)c1)C(N)=O
- KDM5B inh: 26%
> COc1ccc(NC(=O)CSCc2cnn(-c3ccccc3)c2-n2cccc2)cc1
- KDM5B inh: ?
> Cc1noc(-c2ccc(OCc3ccccc3F)cc2O)c1-c1ccccc1
- KDM5B inh: 6%
> O=C(c1nn(-c2ccccc2)c(=O)c2ccccc12)N1CCC1
- KDM5B inh: ?

Next part.
SMILES	KDM5B inh
CC(C)NC(=O)N1CCC(N2CCN(Cc3ccc(F)cc3)C(=O)C2=O)CC1	-10%
COCC(=O)NCCC1CCN(C(=O)Nc2cc(F)ccc2F)CC1	8%
CNC(=O)C(=O)NCC1OCCN1S(=O)(=O)c1ccc(OC)c(OC)c1 (stereo unspecified)	18%
C[C@@H](NC(=O)c1cnccn1)c1onc(-c2ccc(F)cc2)c1C(=O)O	-43%[86.2 µM]
CC(C)C(NC(=O)c1ccccc1Cl)C(C)C	1%
O=S1(=O)CCC(NC(=S)Nc2ccccc2)C1 (stereo unspecified)	18%
O=C(c1ccccc1Cl)N1CCCC2(C1)Nc1cccnc1NC2=NC1CCCC1 (stereo unspecified)	?
C=CCN1CCN(C(=O)[C@@H]2Cc3c[nH]c4cccc(c34)[C@H](CC(C)C)N2)CC1	?
COCC(=O)NC[C@H]1OC[C@@H](NC2CCC2)[C@@H]1O	19%[115 µM]
N#Cc1ccc(NC(=O)NCc2ccccn2)cc1	-6%
COc1ccc(C(=O)O)cc1S(=O)(=O)N(C)CCc1ccccn1	29%
CC(C)=CC(=O)N[C@H]1C[C@@H](C(=O)N[C@H](Cc2ccccc2)C(N)=O)N(C(=O)C=C(C)C)C1	40%[activator][86.2 µM]
O=C(Nc1ccccc1)Oc1ccccc1N1CCOCC1	15%
Cc1cccc(NC(=O)CNC(=O)c2cc3ccc(F)cc3nc2C)c1C	1%
COc1ccc(OC)c(CN2CCNc3cnc(Nc4cccnc4)cc3C2)c1	25µM*
Cc1nnc(SCc2cccc3ccccc23)s1	-11%
COc1ccc(-c2noc(N3CCC(C(=O)N(C)c4cc(Cl)ccc4OC)CC3)n2)cc1	-22%
COc1cc(C#N)ccc1OCC(=O)NC(c1ccccc1)C1CC1 (stereo unspecified)	15%
CCOC(=O)c1c(NC(=O)c2ccc(S(=O)(=O)N(CC(C)C)CC(C)C)cc2)sc2c1CCN(C(=O)OCC)C2	-4%
COc1ccc(Cc2nnc(/C=C/c3cccc4ccccc34)o2)cc1	?

An excerpt of these results, field by field.
Molecule: COc1ccc(-c2noc(N3CCC(C(=O)N(C)c4cc(Cl)ccc4OC)CC3)n2)cc1
  KDM5B inh = -22%

Molecule: COc1cc(C#N)ccc1OCC(=O)NC(c1ccccc1)C1CC1 (stereo unspecified)
  KDM5B inh = 15%

Molecule: CCOC(=O)c1c(NC(=O)c2ccc(S(=O)(=O)N(CC(C)C)CC(C)C)cc2)sc2c1CCN(C(=O)OCC)C2
  KDM5B inh = -4%

Molecule: COc1ccc(Cc2nnc(/C=C/c3cccc4ccccc34)o2)cc1
  KDM5B inh = ?

Further structures follow:
SMILES	KDM5B inh
CCOC(=O)C(C(C)=O)=C1SCCS1	9%
COc1ccc(NC(=O)c2oc3ccccc3c2NC(=O)Cc2cccs2)cc1	?
OC1(c2nc(Nc3ccc(Oc4ccccc4)cc3)n[nH]2)CCOCC1	-26%[86.2 µM]
Nc1cc(S(=O)(=O)O)ccc1S(=O)(=O)O	?
O=C(Nc1nnc(C2CC2)s1)C(Oc1ccccc1)c1ccccc1 (stereo unspecified)	11%
COc1cc(OC)c(OC)cc1CN1CCc2nc(N3CCN(C)CC3)ncc2C1	-25%
C=CCN1CCN(C(=O)/C=C/c2ccccc2)CC1	-9%
CCc1nnc(N/N=C\c2ccc(OC(C)=O)c(OC)c2)n1N	?
COc1cc(CC(=O)OCc2ccccc2C#N)ccc1C	-13%
O=C(c1ccc(Cl)cc1)N1CC2(CCN(Cc3cccnc3)C2)Cc2ccccc21 (stereo unspecified)	-15%[115 µM]
Cc1ccc(-n2nc(CO)c(C(=O)NCCCc3ccccc3)n2)cc1	?
CCc1ccc2nc(NC(=O)Cn3nc(C)c4ccccc4c3=O)sc2c1	-12%
O=C(NCCCN1CCCCC1)c1cc(-c2ccncc2)nc2ccccc12	-11%
Cc1ccc(OC(C)C(=O)N2CCN(CCc3ccncc3)CC2)cc1C (stereo unspecified)	?
Cc1ccc(N2C(=O)N(Cc3ccc4c(c3)OCO4)c3ccccc3S2(=O)=O)cc1	-4%
CCCn1cnc2c1CN(S(=O)(=O)c1cccc3cccnc13)[C@H](C(=O)OC)C2	-29%[86.2 µM]
COc1cccc(CNCCSc2nnnn2-c2ccccc2)c1OC	11%
CCCCc1ccc(NC(=O)CSc2nc3ccccc3nc2N2CCOCC2)cc1	?
COc1ccccc1N1CCN(C(=O)Cn2cnc3sc(C)c(S(=O)(=O)N4CCC(C)CC4)c3c2=O)CC1	-3%
COc1cc2c(cc1OC)C(COc1ccc(F)cc1)N(C(=O)c1cccc(F)c1)CC2 (stereo unspecified)	-14%
CNCc1ccc(-c2ccc(Br)cc2)o1	17%
O=S1(=O)c2ccc(Br)cc2OC[C@@H](Cc2ccccc2)N1Cc1cn(Cc2ccccc2)nn1	-9%
O=C(CN1C(=O)COc2ccc(S(=O)(=O)NC3CCCC3)cc21)NCc1ccc(Cl)cc1	-7%
Cc1cccc(CN2CCc3ncc(C(=O)NCCN4CCNC4=O)n3CC2)c1	-8%[86.2 µM]
CC1(COc2cccnc2)COc2ccc(C(=O)Nc3cccc(Cl)c3)cc2N1 (stereo unspecified)	14µM*
Cn1cc(C(=O)N2CCN(C(=O)c3cccs3)CC2)c2ccccc21	3%
Cc1ccccc1C(=O)NCc1nnc2cc(-c3nc(C4CC4)no3)ccn12	28µM*
COc1ccc(Cn2cnc3cccnc32)cc1	3%[86.2 µM]
COc1ccc(Nc2cc(C(=O)N3CCOCC3)c3ccccc3n2)cc1	-11%
COc1ccc(-c2nnc(SCC(=O)Nc3ccc4cn[nH]c4c3)n2-c2ccc(Cl)cc2)cc1	11%
O=C(COc1ccccc1)NCc1ccc2c(c1)CCN2C(=O)c1ccccc1	0%
Cc1cc2oc(=O)cc(CN3CCC(C)CC3)c2cc1O	3%
O=C(NC[C@H]1OC[C@@H](N(Cc2ccccc2)Cc2ccccc2)[C@@H]1O)c1ccccc1	2%[86.2 µM]
COc1ccc(-c2nnc(SCc3cccc(Cl)c3)o2)cc1	6%
COC(=O)C1=CN(CC(=O)N(C)c2cccc(C)c2)S(=O)(=O)N=C1C	-10%
CCc1ccccc1NC(=O)C1(C)Cc2ccccc2C(=O)O1 (stereo unspecified)	-11%
CN1c2cc(C(=O)Nc3ccc(F)c(Cl)c3)ccc2C(=O)N2CCCCC21 (stereo unspecified)	?
N#CC1(NC(=O)COc2cccc(C(F)(F)F)c2)CCCCC1	25%
